Compound activity as filed in PubChem.
PGE2 EP2 inh – EP2 receptor (human) inhibition; C6 glioma cells expressing human EP2, cAMP TR-FRET; cells stimulated with saturating PGE2; inhibition, % at 25 µM; P43116; AID 1422; 0.52% of 260,000 active;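 active means percent inhibition above 40 after rounding to a whole number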;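 further: rat C6 glioma host cells with rolipram phosphodiesterase inhibitor present; the protocol text gives 20 µM as final concentration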
Target sequence (P43116 whole entry, looked up): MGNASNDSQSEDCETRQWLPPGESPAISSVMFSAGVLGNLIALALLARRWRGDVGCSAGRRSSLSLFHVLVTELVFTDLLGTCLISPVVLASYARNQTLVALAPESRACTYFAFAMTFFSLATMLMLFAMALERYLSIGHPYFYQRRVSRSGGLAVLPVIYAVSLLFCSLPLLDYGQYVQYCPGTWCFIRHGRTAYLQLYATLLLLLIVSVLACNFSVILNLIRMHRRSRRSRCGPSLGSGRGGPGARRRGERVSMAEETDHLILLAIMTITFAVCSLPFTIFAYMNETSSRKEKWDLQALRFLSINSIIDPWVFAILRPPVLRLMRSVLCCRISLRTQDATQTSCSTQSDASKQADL
PPC-1+TRAIL kill – kills PPC-1 cancer cells in the presence of TRAIL; PPC-1 cells + TRAIL, ATPLite viability luminescence; cell killing (% activity), % at 4 µM; 0.41% of 220,000 active; AID 1443;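 active means cell killing above 50% in the first pass at 4 µM, then a duplicate retest at 5 µM averaging 50% or more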;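 further: plate controls were cells with TRAIL plus DMSO for no effect and medium-only wells lacking cells for full effect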
TRPML3 ag – agonists of human TRPML3 channel. activation, % at 3 µM. HEK293 TRPML3-YFP, Fluo-8 calcium fluorescence; 100% = the carbachol control signal. 0.29% of 220,000 active;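 active means activation above its plate's cutoff, the mean activation of the plate's test wells plus 3 SD, cut at about 12% in these data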;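 further: 0% = DMSO only wells and 100% = carbachol wells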
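Test system: HEK293 cells stably carrying human TRPML3-YFP; Doses: single dose, 3 µM final nominal compound, 0.3% DMSO final; Schedule: dye loading 1 h 37 °C then 30 min ambient, 125 s read; Technique: Fluo-8 calcium fluorescence; Benchmarks: high control carbachol 87 µM, low control DMSO.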
TRPN1 ag – activates the zebrafish TRPN1 channel; HEK293 zebrafish TRPN1-YFP, Fluo-8 calcium fluorescence; 100% = response to 87 µM carbachol; AID 1424; 0.18% of 220,000 active; activation, % at 3 µM;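 active means activation above its plate's cutoff, the mean activation of test wells on that plate plus 3 SD, cut at about 19% in these data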;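 further: 0% = DMSO alone and 100% = 87 µM carbachol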
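Control set: carbachol 87 µM as high control, DMSO as low control; system: HEK293 stable line with zebrafish TRPN1-YFP; read-out: % activation versus carbachol response; detection: intracellular calcium fluorescence with Fluo-8; doses: single test compound dose, 3 µM nominal, 0.3% DMSO; schedule: dye 1 h 37 °C plus 30 min RT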
14-3-3 Bad PPI – disrupts binding of bovine 14-3-3 zeta to phospho-Bad peptide. P63103. TR-FRET 14-3-3zeta/Dy647-pBad peptide displacement, 1 h. inhibition, % at 21.7 µM. 0.71% of 220,000 active. AID 781;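 active means inhibition above about 70%, limit read from the data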;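 further: 0% = full 14-3-3 plus peptide FRET controls and 100% = background without 14-3-3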
Target sequence (P63103 whole entry, looked up): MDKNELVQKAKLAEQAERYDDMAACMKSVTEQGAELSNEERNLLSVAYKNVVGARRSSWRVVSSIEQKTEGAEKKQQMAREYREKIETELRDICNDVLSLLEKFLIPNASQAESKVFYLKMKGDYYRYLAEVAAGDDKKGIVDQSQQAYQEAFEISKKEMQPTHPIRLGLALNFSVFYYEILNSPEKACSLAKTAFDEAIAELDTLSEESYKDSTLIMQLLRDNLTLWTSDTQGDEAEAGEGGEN
EP2 modulator – modulators of human EP2 prostaglandin E2 receptor | P43116 | EP2-expressing cells, cAMP HTRF FRET, PGE2 co-stimulation | induction, % at 25 µM | 0.83% of 260,000 active | AID 940;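 active means compounds whose cAMP rise, as percent of the full-agonist control response, exceeds 60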;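 further: rat C6 glioma line stably carrying human EP2 under a CMV promoter; the protocol text gives 20 µM as final concentration; 100% = response of wells given 1 µM PGE2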
NPY-Y1 PAM-ag – potentiates or activates human NPY-Y1 receptor; P25929; NPY-Y1 expressing cells, potentiator/agonist activation; activation, % at 3.6 µM; 0.37% of 220,000 active; AID 1304; in the data active means activation above about 33%, passing the limit was not always enough;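 further: cells stimulated with NPY at EC10 then isoproterenol at EC100; 0% = low agonist plus stimulus and 100% = saturating agonist plus stimulus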
Target sequence (P25929 whole entry, looked up): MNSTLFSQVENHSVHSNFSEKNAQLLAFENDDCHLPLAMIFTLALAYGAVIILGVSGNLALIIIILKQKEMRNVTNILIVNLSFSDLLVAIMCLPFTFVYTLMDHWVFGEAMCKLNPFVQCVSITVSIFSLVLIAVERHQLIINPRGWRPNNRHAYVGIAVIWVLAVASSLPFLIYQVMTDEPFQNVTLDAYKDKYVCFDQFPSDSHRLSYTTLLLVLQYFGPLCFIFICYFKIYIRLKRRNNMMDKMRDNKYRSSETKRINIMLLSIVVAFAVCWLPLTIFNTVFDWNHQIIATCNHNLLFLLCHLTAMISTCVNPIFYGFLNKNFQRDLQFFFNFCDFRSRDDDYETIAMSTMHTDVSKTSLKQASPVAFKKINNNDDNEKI
NPY-Y1 antag – antagonists of human neuropeptide Y receptor Y1; P25929; 1% of 200,000 active; inhibition, % at 3.6 µM; HEK293-CNG Y1 cells, membrane potential fluorescence; NPY at EC95, then isoproterenol;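 active means inhibition above the campaign mean inhibition of all tested compounds plus 3 SD, cut at about 20% in these data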;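 further: 0% = DMSO wells given NPY plus isoproterenol and 100% = isoproterenol alone without NPY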
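Material: HEK293 cells with Y1 receptor plus CNG channel; times: compound incubation 1 h at room temperature, readout 45 min post-stimulation; signal: fluorescence, membrane potential probe; read-out basis: fluorescence ratio normalized to % inhibition between controls; benchmarks: full-block control isoproterenol-only wells, zero-block control NPY plus isoproterenol wells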
CHOP inhibitor – inhibitors of CHOP induction in ER stress response. CHO-K1 CHOP-promoter luciferase, tunicamycin-induced, 15-18 h. inhibition, % at 10 µM. 3.8% of 220,000 active;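 active means compounds that reduced the stress-induced luciferase reporter signal by more than about 70% of percent inhibition, limit read from the data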;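 further: 0% = tunicamycin plus vehicle and 100% = wells without tunicamycin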
* = called active by the depositor; & = joins results of further samples; [ ] = remark or other dose. Some of the compounds tested (hit frequency here may not be typical).

How did CCN(CC)S(=O)(=O)c1ccc2oc(C(=O)N3CCCCCC3)c(C)c2c1 do in these assays?
PGE2 EP2 inh: 5; PPC-1+TRAIL kill: 42; TRPML3 ag: 2.6; TRPN1 ag: 4.4; EP2 modulator: -14; NPY-Y1 PAM-ag: -5; NPY-Y1 antag: 5; CHOP inhibitor: 46

What do the screens show for `CCOc1ccccc1Nc1nnc(SCC(=O)NC(Cc2c[nH]c3ccccc23)C(=O)O)s1` (centres undefined)?
PGE2 EP2 inh: 2; PPC-1+TRAIL kill: -9; TRPML3 ag: 0.2; TRPN1 ag: -0.7; 14-3-3 Bad PPI: -1; EP2 modulator: -81; NPY-Y1 PAM-ag: -3; NPY-Y1 antag: 3; CHOP inhibitor: -26

What do the screens show for `COc1ccc(S(=O)(=O)N2CCCC2C(=O)Nc2nccs2)cc1` (centres undefined)?
PGE2 EP2 inh: 13; PPC-1+TRAIL kill: 10; TRPML3 ag: 0.5; TRPN1 ag: 0.8; 14-3-3 Bad PPI: -3; EP2 modulator: 10; NPY-Y1 PAM-ag: -3; NPY-Y1 antag: -1; CHOP inhibitor: 8

Results for CC(C)OCCCn1c(=N)c(C(N)=S)cc2c(=O)n3ccccc3nc21 ?
PGE2 EP2 inh: 4; PPC-1+TRAIL kill: 0; TRPML3 ag: -0.7; TRPN1 ag: 0.5; 14-3-3 Bad PPI: -8[fluorescence artefact?]; EP2 modulator: 25; NPY-Y1 PAM-ag: 1; NPY-Y1 antag: -2; CHOP inhibitor: -18

What do the screens show for `NC(=O)CSc1nnnn1-c1cccc(Cl)c1`?
PGE2 EP2 inh: 8; PPC-1+TRAIL kill: 22; TRPML3 ag: 0.4; TRPN1 ag: 1.9; 14-3-3 Bad PPI: -2; EP2 modulator: 2; NPY-Y1 PAM-ag: -38; NPY-Y1 antag: 5; CHOP inhibitor: -21

What do the screens show for `CN1C(=O)/C(=C2\SC(N3CCCCCC3)=NC2=O)c2ccccc21`?
PGE2 EP2 inh: 9; PPC-1+TRAIL kill: 59*[5 µM]; TRPML3 ag: -0.7; TRPN1 ag: -0.9; 14-3-3 Bad PPI: -13[fluorescence artefact?]; EP2 modulator: 25; NPY-Y1 PAM-ag: 10; NPY-Y1 antag: -3; CHOP inhibitor: 15

How did COc1cc(C2C3=C(CCCC3=O)Nc3c2c(C)nn3-c2cccc(C)c2)cc(OC)c1O (centres undefined) do in these assays?
PGE2 EP2 inh: 10; PPC-1+TRAIL kill: -8; TRPML3 ag: -0.4; TRPN1 ag: 0.5; 14-3-3 Bad PPI: 1; EP2 modulator: -12; NPY-Y1 PAM-ag: 34; CHOP inhibitor: 18

How did CCOc1ccc(C(=O)NCC(c2cccs2)N(C)C)cc1OCC (centres undefined) do in these assays?
PGE2 EP2 inh: 7; PPC-1+TRAIL kill: 6; TRPML3 ag: 0.6; TRPN1 ag: 0.1; 14-3-3 Bad PPI: 2[fluorescence artefact?]; EP2 modulator: 4; NPY-Y1 PAM-ag: -13; NPY-Y1 antag: -4; CHOP inhibitor: 11

How did CCn1cnc2c1c(=O)n(CC(=O)NCC(F)(F)F)c(=O)n2Cc1ccccc1 do in these assays?
PGE2 EP2 inh: 5; PPC-1+TRAIL kill: 37; TRPML3 ag: 0.3; TRPN1 ag: 0.6; 14-3-3 Bad PPI: -1; EP2 modulator: 6; NPY-Y1 PAM-ag: 6; NPY-Y1 antag: -1; CHOP inhibitor: -1

Results for CSc1nc(Oc2ccc(F)cc2)c2ccccc2n1 ?
PGE2 EP2 inh: 12; PPC-1+TRAIL kill: 5; TRPML3 ag: -1.2; TRPN1 ag: -1.8; 14-3-3 Bad PPI: -11; EP2 modulator: 68*; NPY-Y1 PAM-ag: -23; NPY-Y1 antag: 23*; CHOP inhibitor: 58

2 compounds picked at random from those above:
How did COc1cc(C2C3=C(CCCC3=O)Nc3c2c(C)nn3-c2cccc(C)c2)cc(OC)c1O (centres undefined) do in these assays?
PGE2 EP2 inh: 10; PPC-1+TRAIL kill: -8; TRPML3 ag: -0.4; TRPN1 ag: 0.5; 14-3-3 Bad PPI: 1; EP2 modulator: -12; NPY-Y1 PAM-ag: 34; CHOP inhibitor: 18

What do the screens show for `CN1C(=O)/C(=C2\SC(N3CCCCCC3)=NC2=O)c2ccccc21`?
PGE2 EP2 inh: 9; PPC-1+TRAIL kill: 59*[5 µM]; TRPML3 ag: -0.7; TRPN1 ag: -0.9; 14-3-3 Bad PPI: -13[fluorescence artefact?]; EP2 modulator: 25; NPY-Y1 PAM-ag: 10; NPY-Y1 antag: -3; CHOP inhibitor: 15

Next section.
Results for O=C1NC(c2ccccc2)=C(c2nc3ccccc3s2)C(c2ccc(F)cc2)N1 (centres undefined) ?
PGE2 EP2 inh: 3; PPC-1+TRAIL kill: 11; TRPML3 ag: 0.3; TRPN1 ag: 0.8; 14-3-3 Bad PPI: 9[fluorescence artefact?]; EP2 modulator: 40; NPY-Y1 PAM-ag: 21; NPY-Y1 antag: -3; CHOP inhibitor: 37

What do the screens show for `CC1CCCC(C(=O)OCc2ccccc2)N1` (centres undefined)?
PGE2 EP2 inh: 23; PPC-1+TRAIL kill: 16; TRPML3 ag: 0.9; TRPN1 ag: 1.7; 14-3-3 Bad PPI: 13[fluorescence artefact?]; EP2 modulator: 0; NPY-Y1 PAM-ag: -46; NPY-Y1 antag: 5; CHOP inhibitor: 14

How did CC/C(Cc1ccccc1)=N/NC(=O)CCn1nnc2ccccc21 do in these assays?
PGE2 EP2 inh: 8; PPC-1+TRAIL kill: 8; TRPML3 ag: 0.6; TRPN1 ag: -1.2; 14-3-3 Bad PPI: -10; EP2 modulator: -1; NPY-Y1 PAM-ag: 11; NPY-Y1 antag: -3; CHOP inhibitor: -5

What do the screens show for `COc1ccc(Cl)cc1NC(=O)CNc1ccc(F)cc1C`?
PGE2 EP2 inh: 7; PPC-1+TRAIL kill: -3; TRPML3 ag: -0.4; TRPN1 ag: -0.6; 14-3-3 Bad PPI: 0[fluorescence artefact?]; EP2 modulator: -18; NPY-Y1 PAM-ag: 1; NPY-Y1 antag: 3; CHOP inhibitor: 12

Results for Cc1nn(-c2ccccc2[N+](=O)[O-])c(=O)c2ccccc12 ?
PGE2 EP2 inh: 3; PPC-1+TRAIL kill: -4; TRPML3 ag: 0.3; TRPN1 ag: -1.1; 14-3-3 Bad PPI: -2; EP2 modulator: -19; NPY-Y1 PAM-ag: -11; NPY-Y1 antag: 5; CHOP inhibitor: 4

Results for COc1ccc(-c2nc3ccccc3n2OC(C)C(=O)O)cc1 (centres undefined) ?
PGE2 EP2 inh: 6; PPC-1+TRAIL kill: 5; TRPML3 ag: 1.0; TRPN1 ag: 1.1; 14-3-3 Bad PPI: 6; EP2 modulator: 8; NPY-Y1 PAM-ag: -1; NPY-Y1 antag: 3; CHOP inhibitor: -20

Results for CCOc1ccc(C(=O)Nc2c(C(N)=O)oc3ccccc23)cc1 ?
PGE2 EP2 inh: 7; PPC-1+TRAIL kill: 9; TRPML3 ag: -0.6; TRPN1 ag: 0.7; 14-3-3 Bad PPI: -1; EP2 modulator: -12; NPY-Y1 PAM-ag: 20; NPY-Y1 antag: 1; CHOP inhibitor: 33

How did Cc1ccc(Cn2ccc(NC(=O)c3cc(-c4cccs4)on3)n2)cc1 do in these assays?
PGE2 EP2 inh: 4; PPC-1+TRAIL kill: 20; TRPML3 ag: 0.5; TRPN1 ag: -0.2; 14-3-3 Bad PPI: -6; EP2 modulator: -53; NPY-Y1 PAM-ag: -5; NPY-Y1 antag: 1; CHOP inhibitor: 47

What do the screens show for `O=c1c2cc(N3CCOCC3)ccc2[nH]c(=S)n1CCN1CCCC1`?
PGE2 EP2 inh: 9; PPC-1+TRAIL kill: 10; TRPML3 ag: 1.0; TRPN1 ag: 0.4; 14-3-3 Bad PPI: -3; EP2 modulator: 1; NPY-Y1 PAM-ag: 6; NPY-Y1 antag: -4; CHOP inhibitor: 14

Results for C#CCn1c(=NC(=O)c2cc(Cl)sc2Cl)sc2cc(S(N)(=O)=O)ccc21 ?
PGE2 EP2 inh: 4; PPC-1+TRAIL kill: 29; TRPML3 ag: 0.0; TRPN1 ag: 0.7; 14-3-3 Bad PPI: 76*; EP2 modulator: 7; NPY-Y1 PAM-ag: -19; NPY-Y1 antag: 17; CHOP inhibitor: -26

What do the screens show for `COc1ccc(NC(=O)C(=O)NCCN2CCN(C(=O)c3cccs3)CC2)cc1`?
PGE2 EP2 inh: 19; PPC-1+TRAIL kill: 17; TRPML3 ag: 0.8; TRPN1 ag: 0.9; 14-3-3 Bad PPI: 8[fluorescence artefact?]; EP2 modulator: 8; NPY-Y1 PAM-ag: -12; NPY-Y1 antag: 3; CHOP inhibitor: -6

How did CCCc1nc2ccc(NC(=O)c3ccco3)cc2c(=O)n1Cc1ccc(Cl)cc1 do in these assays?
PGE2 EP2 inh: 10&14; PPC-1+TRAIL kill: -1; TRPML3 ag: 0.5; TRPN1 ag: 2.3; 14-3-3 Bad PPI: -3; EP2 modulator: -41&-29; NPY-Y1 PAM-ag: -9; NPY-Y1 antag: -6; CHOP inhibitor: 16

How did CC(C)c1ccc(/C=C2\SC(N3CCCC3)=NC2=O)cc1 do in these assays?
PGE2 EP2 inh: 4; PPC-1+TRAIL kill: -16; TRPML3 ag: -0.5; TRPN1 ag: 1.1; 14-3-3 Bad PPI: 1[fluorescence artefact?]; EP2 modulator: 28; NPY-Y1 PAM-ag: -2; NPY-Y1 antag: 7; CHOP inhibitor: 21

What do the screens show for `N#Cc1cnn2c(-c3ccc(Cl)cc3Cl)ccnc12`?
PGE2 EP2 inh: 10; PPC-1+TRAIL kill: 1; TRPML3 ag: 0.7; TRPN1 ag: 3.5; 14-3-3 Bad PPI: -13; EP2 modulator: -2; NPY-Y1 PAM-ag: -5; NPY-Y1 antag: 5; CHOP inhibitor: -9

Results for O=Cc1ccc(OCC(=O)Nc2ccccc2C(F)(F)F)cc1 ?
PGE2 EP2 inh: 10; PPC-1+TRAIL kill: 1; TRPML3 ag: 0.1; TRPN1 ag: -0.2; 14-3-3 Bad PPI: 0; EP2 modulator: -8; NPY-Y1 PAM-ag: 17; NPY-Y1 antag: -4; CHOP inhibitor: 5

How did Cc1nnc(NC(=O)CSc2nc3c(c(=O)n2CCc2ccccc2)SC(C)C3)s1 (centres undefined) do in these assays?
PGE2 EP2 inh: 12; PPC-1+TRAIL kill: -9; TRPML3 ag: 0.5; TRPN1 ag: -0.2; 14-3-3 Bad PPI: 2; EP2 modulator: 4; NPY-Y1 PAM-ag: -8; NPY-Y1 antag: -2; CHOP inhibitor: 93*

Results for COc1ccc(-c2cc(C(=O)NCCc3ccccc3)no2)cc1OC ?
PGE2 EP2 inh: 9; PPC-1+TRAIL kill: 12; TRPML3 ag: -0.2; TRPN1 ag: 0.0; 14-3-3 Bad PPI: -7; EP2 modulator: -19; NPY-Y1 PAM-ag: 0; NPY-Y1 antag: 4; CHOP inhibitor: 10
